# Assay outcomes deposited in PubChem BioAssay by several laboratories.
# TRPML3 ag = agonists of human TRPML3 channel. 220,000 compounds, 0.29% hits. activation, % at 3 µM. Q8TDD5. HEK293 TRPML3-YFP, Fluo-8 calcium fluorescence; 100% = the carbachol control signal. AID 1448;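 active means activation above its plate's cutoff, the mean activation of the plate's test wells plus 3 SD, cut at about 12% in these data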;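 further: 0% = DMSO only wells and 100% = carbachol wells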
#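 Test system – HEK293 line with stable expression of human TRPML3-YFP channel · Control set – carbachol 87 µM final as high control (100%), DMSO as low control (0%) · Signal – Fluo-8 calcium dye fluorescence, ex 470-495, em 515-575 nm · Incubation – 1-h 37 °C dye load, 5-s basal, 120-s post-compound reads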
# PERK inhibitor = human PERK inhibition, primary cell-based screen. Q9NZJ5. CHO PERK-DD fusion, SEAP luminescence translation reporter. inhibition, % at 5.6 µM. 220,000 compounds, 0.17% hits;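 active means inhibition above the mean inhibition of all tested compounds plus 3 SD, set separately per screening campaign, cut at about 2.9% in these data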;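 further: PERK kinase domain activated by AP20187 dimerizer at 100 nM; 0% = DMSO with dimerizer and 100% = rapamycin at 8.4 µM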
# Target sequence (Q9NZJ5 whole entry, looked up, the tested form may be a part): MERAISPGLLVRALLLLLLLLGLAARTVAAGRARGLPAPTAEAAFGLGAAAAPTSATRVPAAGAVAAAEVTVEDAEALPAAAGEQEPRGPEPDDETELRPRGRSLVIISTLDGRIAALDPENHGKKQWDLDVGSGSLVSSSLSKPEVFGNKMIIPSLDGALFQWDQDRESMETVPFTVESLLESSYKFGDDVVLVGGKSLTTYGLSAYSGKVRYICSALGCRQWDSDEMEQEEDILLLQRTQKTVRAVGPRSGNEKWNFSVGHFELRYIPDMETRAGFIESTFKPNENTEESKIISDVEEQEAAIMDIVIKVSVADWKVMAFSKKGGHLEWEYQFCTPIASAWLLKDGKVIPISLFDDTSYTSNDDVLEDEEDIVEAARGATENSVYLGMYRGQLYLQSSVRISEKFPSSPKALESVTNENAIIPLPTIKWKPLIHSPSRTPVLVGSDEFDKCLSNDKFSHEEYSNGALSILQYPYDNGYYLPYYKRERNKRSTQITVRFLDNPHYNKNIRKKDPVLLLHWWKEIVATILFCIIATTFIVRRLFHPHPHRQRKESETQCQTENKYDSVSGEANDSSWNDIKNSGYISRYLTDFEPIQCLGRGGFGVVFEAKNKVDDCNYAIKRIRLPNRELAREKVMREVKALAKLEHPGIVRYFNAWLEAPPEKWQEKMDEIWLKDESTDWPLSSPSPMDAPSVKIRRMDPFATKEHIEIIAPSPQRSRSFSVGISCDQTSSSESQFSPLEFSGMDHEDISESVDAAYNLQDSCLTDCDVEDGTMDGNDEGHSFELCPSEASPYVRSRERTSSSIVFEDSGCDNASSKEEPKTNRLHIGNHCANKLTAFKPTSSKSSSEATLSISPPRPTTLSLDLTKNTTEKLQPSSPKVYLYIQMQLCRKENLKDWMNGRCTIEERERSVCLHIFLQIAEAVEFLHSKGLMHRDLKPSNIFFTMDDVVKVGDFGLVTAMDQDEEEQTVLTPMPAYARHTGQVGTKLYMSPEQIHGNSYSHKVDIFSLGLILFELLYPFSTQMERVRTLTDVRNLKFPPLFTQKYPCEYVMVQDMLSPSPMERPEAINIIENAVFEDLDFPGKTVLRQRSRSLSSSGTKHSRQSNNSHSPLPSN
# Calpain2 inh = blocks pig calpain II enzyme activity | purified calpain II, fluorogenic peptide substrate, 30 min | 220,000 compounds, 0.37% hits | inhibition, % at 16 µM;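 active means inhibition above about 50%, limit read from the data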
# S1P4 agonist = activates the human S1P4 receptor | O95977 | S1P4-expressing cell line, agonist reporter assay | activation, % at 4.98 µM | 220,000 compounds, 0.35% hits; in the data active means activation above about 11%;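 further: 0% = DMSO vehicle and 100% = reference agonist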
# Ba/F3 V617F tox = lowers viability of Ba/F3 cells expressing EpoR and JAK2V617F; AID 1446; inhibition, % at 5.6 µM; 220,000 compounds, 1.1% hits; ATP luminescence;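 active means inhibition above the campaign mean plus 3 SD over all tested compounds, cut at about 24% in these data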;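 further: cytokine-independent growth of Ba/F3 cells driven by EpoR plus mutant JAK2; 0% = DMSO-treated cells and 100% = JAK inhibitor I control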
# S1P4 antagonist = blocks the human S1P4 receptor | O95977 | S1P4-expressing cells, antagonist mode, reporter read-out | inhibition, % at 4.98 µM | 220,000 compounds, 0.26% hits; in the data active means inhibition above about 29%;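 further: 0% = wells stimulated with agonist and 100% = vehicle wells without agonist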
# BaF3 parental = parental Ba/F3 viability inhibition as JAK2V617F counter-screen | CellTiter-Glo ATP luminescence | 220,000 compounds, 1.1% hits | inhibition, % at 5.6 µM | AID 1486;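 active means inhibition above a per-campaign cutoff, the mean inhibition of all tested compounds plus 3 SD, cut at about 27% in these data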;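 further: 0% = DMSO wells and 100% = JAK Inhibitor I control wells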
# TRPN1 ag = activates the zebrafish TRPN1 channel | AID 1424 | 220,000 compounds, 0.18% hits | HEK293 zebrafish TRPN1-YFP, Fluo-8 calcium fluorescence; 100% = response to 87 µM carbachol | activation, % at 3 µM;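 active means activation above its plate's cutoff, the mean activation of test wells on that plate plus 3 SD, cut at about 19% in these data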;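 further: 0% = DMSO alone and 100% = 87 µM carbachol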
#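 Material: zebrafish TRPN1-YFP in HEK293 cells. Doses: one dose of 3 µM, 0.3% DMSO. Incubation: dye 1 h 37 °C plus 30 min RT. Measured by: intracellular calcium fluorescence with Fluo-8.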
# EP2 modulator = modulates human prostaglandin E2 receptor EP2 signaling; 260,000 compounds, 0.83% hits; EP2-expressing cells, cAMP HTRF FRET, PGE2 co-stimulation; P43116; induction, % at 25 µM; AID 940;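 active means compounds whose cAMP rise, as percent of the full-agonist control response, exceeds 60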;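 further: rat C6 glioma line stably carrying human EP2 under a CMV promoter; the protocol text gives 20 µM as final concentration; 100% = response of wells given 1 µM PGE2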
# The depositor's hits bear a star; i = inactive; & = joins results of further samples.
SMILES,TRPML3 ag,PERK inhibitor,Calpain2 inh,S1P4 agonist,Ba/F3 V617F tox,S1P4 antagonist,BaF3 parental,TRPN1 ag,EP2 modulator
COC(=O)c1sc(SC)c(S(=O)(=O)C(C)C)c1N/N=C(\C#N)S(=O)(=O)c1ccccn1,0.6,-0.2,-11.1,1.0,-3.8,-2.7,-0.2,1.5,-4.6
COc1cc2c(cc1OC)-c1cc(N3CCCc4ccccc43)nc(=O)n1CC2,-1.4,-0.8,-60.1,2.8,30.5*,-17.8,14.9,-1.0,61.5*
O=c1c2ccccc2n2c(-c3cccc(Cl)c3)nnc2n1Cc1ccccc1,0.5,1.0,-9.7,-2.2,-0.3,-20.8,2.1,1.1,31.6
CC(C)On1c(SC(C)C)nc2ccccc2c1=O,0.3,1.2,19.7,-0.2,2.0,1.1,2.4,0.0,35.3
COC(=O)c1ccccc1NC(=O)CSCC(=O)Nc1ccccc1OC,0.1,0.0,19.7,1.9,-1.1,8.3,3.8,0.6,8.5
NC(=O)C1CCN(C(=O)COc2cccc3ccccc23)CC1,1.0,0.7,-14.8,0.2,-1.2,-6.9,4.5,-0.4,-5.5
O=C1CC(c2ccccc2)CC2=C1C(c1ccccn1)Nc1ccccc1N2 (configuration not stated),0.8,-0.7,10.6,0.0,-5.4,-1.1,-1.9,0.6,39.2
S=c1[nH]nc(-c2ccco2)n1/N=C/c1ccccc1Cl,0.1,0.3,-7.1,-1.1,-3.3,-3.8,-0.9,-0.4,20.9
CCN(C(=O)CSc1nnnn1-c1ccccc1)c1c(N)n(Cc2ccccc2)c(=O)[nH]c1=O,0.6,0.6,20.6,0.3,3.9,-0.7,10.0,0.2,12.9
CC(=O)N(C)N(C)c1cc(C)nc(N)n1,1.2,0.1,-6.8,-0.9,-3.2,7.2,0.6,0.9,-14.4
CCCn1c(SCC(=O)NCc2ccccc2Cl)n[nH]c1=O,-0.3,-0.4,-8.0,2.2,0.8,-22.5,2.2,-1.3,-1.7
O=C(c1ccc(F)cc1F)N1CCN(c2ncccn2)CC1,0.2,0.2,-31.0,-0.4,-0.1,-11.3,1.0,1.1,-7.3&33.0
CCOc1ccc(NC(=O)c2ccc(CSc3nnnn3C)cc2)cc1,1.8,0.0,-18.6,0.1,2.6,-6.3,0.9,2.6,-88.3
COc1ccc(C(=O)NCC2OCCc3ccccc32)cc1 (configuration not stated),0.5,-0.1,-4.2,0.3,-3.1,-18.4,-4.5,0.3,22.5
CC(C)NC(=O)COC(=O)c1cncc(Br)c1,-0.1,0.5,-9.6,0.7,-4.0,-7.3,1.9,-0.2,13.9
CCOc1ccc(N(CCC#N)S(=O)(=O)c2ccc(OC)cc2)cc1,3.5,-0.3,-23.3,-0.2,-2.2,1.4,3.4,1.1,-27.7
Clc1ccc(-c2nnc(SCc3cn4ccsc4n3)n2CC2CCCO2)cc1 (configuration not stated),-0.1,-0.7,-5.7,-0.4,-3.1,-6.7,3.8,0.1,9.2
O=S(=O)(NCc1ccccc1)NCc1cccc(C(F)(F)F)c1,-0.5,-0.2,-20.1,-0.1,-0.2,10.1,5.8,-2.5,3.9
Cc1nc2cc(F)ccc2n1C1CCN(S(=O)(=O)c2ccccc2)CC1,1.7,-0.6,-22.9,-0.5,-0.8,-12.0,3.7,2.0,2.2
COC(=O)C1(C)NC(c2ccco2)C2C(=O)N(c3ccc(F)cc3)C(=O)C21 (configuration not stated),0.5,1.1,-24.8,1.4,2.0,-25.4,6.1,2.4,29.4
CC(CNS(=O)(=O)c1ccc(Br)cc1)CN(C)C (configuration not stated),0.2,2.4,2.6,-0.8,-1.9,0.8,-3.1,0.5,-8.5
c1ccc(-c2csc(-c3ccc(-c4csnn4)cc3)n2)cc1,0.8,0.8,-2.5,-0.4,3.6,-2.4,-6.9,0.7,-2.8
O=C1COc2ccc(C(=O)COC(=O)c3sc4ccccc4c3Cl)cc2N1,0.6,0.2,22.4,1.3,1.6,-7.6,6.1,-0.1,-6.4
Nc1ccccc1Nc1cccc(C(F)(F)F)c1,0.7,0.2,9.6,-2.2,41.9*,8.0,0.5,-2.0,5.5
CCOC(=O)c1ccc(-n2c(=O)[nH]c3ccccc3c2=O)cc1,-0.2,-1.2,19.5,0.6,3.4,-13.8,4.6,-0.5,12.0
COc1cc(-c2nc3n(n2)C(c2ccncc2)C(C(N)=O)=C(C)N3)cc(OC)c1OC (configuration not stated),0.3,0.1,4.4,0.5,-2.7,65.9*,0.9,-0.5,11.9
Cn1nnnc1SCc1ccccc1F,0.8,0.4,-14.4,0.2,3.2,-13.5,4.1,1.0,27.2
Cc1cc(C(=O)CCC(=O)N2CCN(S(=O)(=O)c3cccs3)CC2)c(C)s1,-0.1,-0.9,-1.4,0.4,-2.2,-11.7,2.8,0.4,-33.4
COc1ccc(S(=O)(=O)N(C)C)cc1NC(=O)COC(=O)c1nc2nccc(C)n2n1,0.7,1.6,-1.4,-0.7,-2.0,3.7,-7.5,2.8,34.8
NNC(=O)c1ccc(CSc2nc3ccccc3s2)cc1,0.3,0.3,14.0,-2.6,0.6,10.7,6.6,2.0,-41.0

# Arranged by heavy-atom count (falling): some entries from above.
SMILES,TRPML3 ag,PERK inhibitor,Calpain2 inh,S1P4 agonist,Ba/F3 V617F tox,S1P4 antagonist,BaF3 parental,TRPN1 ag,EP2 modulator
COc1ccc(S(=O)(=O)N(C)C)cc1NC(=O)COC(=O)c1nc2nccc(C)n2n1,0.7,1.6,-1.4,-0.7,-2.0,3.7,-7.5,2.8,34.8
Clc1ccc(-c2nnc(SCc3cn4ccsc4n3)n2CC2CCCO2)cc1 (configuration not stated),-0.1,-0.7,-5.7,-0.4,-3.1,-6.7,3.8,0.1,9.2
Cc1cc(C(=O)CCC(=O)N2CCN(S(=O)(=O)c3cccs3)CC2)c(C)s1,-0.1,-0.9,-1.4,0.4,-2.2,-11.7,2.8,0.4,-33.4
Cc1nc2cc(F)ccc2n1C1CCN(S(=O)(=O)c2ccccc2)CC1,1.7,-0.6,-22.9,-0.5,-0.8,-12.0,3.7,2.0,2.2
CCOC(=O)c1ccc(-n2c(=O)[nH]c3ccccc3c2=O)cc1,-0.2,-1.2,19.5,0.6,3.4,-13.8,4.6,-0.5,12.0
c1ccc(-c2csc(-c3ccc(-c4csnn4)cc3)n2)cc1,0.8,0.8,-2.5,-0.4,3.6,-2.4,-6.9,0.7,-2.8
CC(CNS(=O)(=O)c1ccc(Br)cc1)CN(C)C (configuration not stated),0.2,2.4,2.6,-0.8,-1.9,0.8,-3.1,0.5,-8.5
Cn1nnnc1SCc1ccccc1F,0.8,0.4,-14.4,0.2,3.2,-13.5,4.1,1.0,27.2

# Other records.
SMILES,TRPML3 ag,PERK inhibitor,Calpain2 inh,S1P4 agonist,Ba/F3 V617F tox,S1P4 antagonist,BaF3 parental,TRPN1 ag,EP2 modulator
CCc1c(C(C)S(=O)(=O)c2ccc(C)cc2)[nH]c(=O)n1-c1ccc(OC(F)(F)F)cc1 (configuration not stated),-0.1,-1.1,14.0,-0.7,1.4,-25.4,5.3,-0.2,26.4
COC(=O)c1ccc(N2OC3(C)C=CC2CC3)cc1 (configuration not stated),-0.2,1.4,-3.5,2.8,-4.4,-17.6,-0.3,-0.7,33.3
CCn1c(COc2ccc(C)cc2)nnc1SCC(=O)NNC(=O)c1ccc(OC)cc1,0.0,1.0,-4.0,1.9,-1.8,-8.9,6.5,-1.4,6.6
Cc1cc(C(=O)N(C2CCCCC2)C2CCCCC2)no1,-0.4,0.7,20.3,0.9,-1.3,-5.5,1.1,-1.6,8.4
O=C(NCc1ccccc1)[C@@H]1CSC2c3ccccc3C(=O)N21 (some centres not stated),0.8,-0.3,9.9,-3.2,-4.1,-4.2,3.0,-0.4,33.1
Cc1nc2ccccc2c(C)c1C(=O)c1ccccc1,-0.3,-0.1,28.3,-0.3,0.8,-17.6,7.4,-1.7,-2.8
COCCn1c(N)c(C(=O)NCC2CCCO2)c2nc3ccccc3nc21 (configuration not stated),1.0,-0.9,i,0.8,1.6,-9.0,3.2,1.9,-13.2
O=C(NCCCl)Nc1cc([N+](=O)[O-])ccc1Cl,0.2,0.6,-7.0,-0.5,2.3,1.0,3.9,-0.5,-22.1
Oc1cc(Cc2ccccc2)cnc1CN1CCOCC1,0.8,0.0,4.4,5.7,-1.7,-1.5,2.5,2.5,-2.1
CC(=O)Nc1ccc(S(=O)(=O)NCC(C)NS(=O)(=O)c2ccc(NC(C)=O)cc2)cc1 (configuration not stated),0.5,1.0,9.6,-0.6,-1.1,2.5,4.6,0.3,0.7
NS(=O)(=O)c1ccc(NC(=S)NC(=O)c2cccnc2)cc1,0.5,-0.5,17.3,1.4,2.5,-3.2,0.6,1.5,-68.3
CCS(=O)(=O)c1ccc(N=Nc2ccc(O)c3ncccc23)c(OC)c1,-0.2,0.1,-24.7,0.1,0.1,-11.8,7.9,-1.4,36.8
CCc1ccc2c(c1)C(c1ccc([N+](=O)[O-])cc1)=NNC(c1ccc(F)cc1)=N2,-0.1,-0.9,-26.5,-3.5,2.7,-18.8,2.6,-1.0,-0.8
O=C(CN1C(=O)c2ccccc2C1=O)N1CCN(C2c3ccccc3-c3ccccc32)CC1,-0.1,-0.7,-20.9,1.3,0.8,-17.7,4.1,0.6,41.6
CCC(OCC(O)CN1CCN(CCN2C(=O)c3cccc4cccc(c34)C2=O)CC1)c1ccccc1 (configuration not stated),1.9,-1.6,27.9,-0.3,7.9,-15.8,13.9,3.6,-14.2
COc1cccc(OC)c1C(=O)NC(=O)Nc1c(F)cc(F)cc1F,0.2,0.0,-23.8,1.6,-2.1,-6.8,1.9,1.3,19.2
CC(=O)N1CCN(S(=O)(=O)c2ccc(Cl)cc2F)CC1,0.7,1.6,-27.2,-0.2,0.0,-25.0,8.6,0.6,31.7
CN1CCN(C(=O)c2cc3nc(-c4ccco4)cc(C(F)(F)F)n3n2)CC1,1.2,0.5,-416.2,-1.1,-3.3,-2.9,7.3,0.6,-31.0&4.6
O=S(=O)(c1ccc(Cl)cc1)N1CCCN(c2nc3ccc(Cl)cc3s2)CC1,0.0,0.5,10.5,1.6,-4.9,-1.9,3.6,-0.4,-16.3
CC(=O)Nc1ccc(OC(=O)C(CCS(C)(=O)=O)N2C(=O)c3ccccc3C2=O)cc1 (configuration not stated),1.1,0.0,-41.3,2.5,-4.8,0.5,-1.9,-0.4,-1.0
Cc1ccc2cc(/C=N/NC(=O)CN3CCOCC3)c(Cl)nc2c1,-0.1,-0.8,24.8,-1.3,2.0,-11.5,1.8,-0.7,-5.6
Cc1csc(NC(=O)CCNS(=O)(=O)c2ccc3c(c2)c(=O)n(C)c(=O)n3C)n1,-0.5,0.7,-13.6,1.3,-1.8,-17.1,94.4*,0.9,-14.3
CC(C)CNc1oc(-c2ccccc2Cl)nc1C#N,-0.2,1.3,-20.9,-0.4,2.2,8.2,2.1,-1.6,-31.6

# Rows are unselected (roughly 3.6% active in at least one column).
